DRD3 agonist = activates the human D3 dopamine receptor; D3R DiscoveRx beta-arrestin cells, luminescence, 90 min; AID 652048; max activation, %; P35462; 410,000 compounds, 0.58% hits; in the data active = max activation above about 30%; note: 0% is about no effect; mostly tested at two doses, the higher about 12 µM
Target sequence (P35462 whole entry, looked up): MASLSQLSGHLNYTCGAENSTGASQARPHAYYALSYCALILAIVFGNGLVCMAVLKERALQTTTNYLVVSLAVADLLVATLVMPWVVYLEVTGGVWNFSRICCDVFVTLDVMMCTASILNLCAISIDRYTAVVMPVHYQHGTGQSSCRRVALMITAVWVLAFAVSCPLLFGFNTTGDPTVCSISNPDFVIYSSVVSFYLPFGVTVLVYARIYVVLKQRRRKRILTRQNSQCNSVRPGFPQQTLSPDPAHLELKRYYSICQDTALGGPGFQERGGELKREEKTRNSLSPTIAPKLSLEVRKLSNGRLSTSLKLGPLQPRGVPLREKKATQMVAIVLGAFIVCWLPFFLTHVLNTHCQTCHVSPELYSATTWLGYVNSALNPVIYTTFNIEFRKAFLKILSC
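Agonist mode: compounds and dopamine controls were applied to plated cells for 90 min at 37 degrees C after an overnight attachment at 1500 cells/well. Luminescent read-out followed 30 - 60 minutes at room temperature with DiscoveRx detection reagent.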
KB-3-1 tox = kills parental KB-3-1 adenocarcinoma cells; KB-3-1 viability, CellTiter-Glo ATP luminescence, 72 h; Potency, µM (top dose mostly 46.1 µM), for the others: at the top dose activity change, negative = cytotoxic, actives largely listed as cytotoxic; 400,000 compounds, 1.4% hits; AID 1347075; note: potency is the fitted concentration of half-maximal effect; % is set by controls: 0 for no effect and ±100 for the full control effect; nearly all actives have a fitted effect of over 60% in size
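Here the drug-naive KB-3-1 line serves as comparator for MDR sub-line selectivity; cells received compound titrations, 72 h at 37 °C, then CellTiter-Glo readout.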
GLP-1R agonist = agonists of human GLP-1 receptor; HEK293 GLP-1R CRE-luciferase, luminescence, 4-6 h; cells express a hypersensitive GLP-1R form; Potency, µM (doses to about 45.6 µM), for inactives: at the highest dose activation, actives largely listed as activators; 380,000 compounds, 0.007% hits; note: potency is the fitted concentration of half-maximal effect; % of control where 0% means no effect
Target sequence (P43220 whole entry, looked up): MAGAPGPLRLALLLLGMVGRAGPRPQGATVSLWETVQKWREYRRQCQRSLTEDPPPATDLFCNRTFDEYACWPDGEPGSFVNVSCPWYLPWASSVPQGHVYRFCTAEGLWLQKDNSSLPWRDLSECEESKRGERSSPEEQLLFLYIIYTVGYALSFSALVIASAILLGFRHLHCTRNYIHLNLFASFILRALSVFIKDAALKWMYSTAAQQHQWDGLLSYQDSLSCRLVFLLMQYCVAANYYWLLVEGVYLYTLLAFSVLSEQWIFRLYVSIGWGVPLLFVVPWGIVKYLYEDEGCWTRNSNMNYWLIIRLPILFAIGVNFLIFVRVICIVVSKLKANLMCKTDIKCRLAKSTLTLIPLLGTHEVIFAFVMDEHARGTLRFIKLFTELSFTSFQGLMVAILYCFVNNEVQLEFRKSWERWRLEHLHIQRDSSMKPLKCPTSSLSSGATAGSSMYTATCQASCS
SW480 rerep = DNA re-replication induction in SW480 cells; SW480 DNA re-replication, Hoechst DNA content imaging, 48 h; Potency, µM (doses to about 46.1 µM), without a hit: at the top dose re-replication activation, usual class: activators; 340,000 compounds, 1.8% hits; AID 624297; note: potency is the fitted concentration of half-maximal effect; % of control where 0% means no effect; nearly all actives have a fitted effect of over 55% in size
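Quantitative HTS format with DMSO vehicle controls; 48 hr drug incubation at 37 C, then 40 min Hoechst staining and scanning imager measurement at 405 nm excitation.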
KB-V1 cytotox = kills drug-selected multidrug resistant KB-V1 cells; KB-V1 MDR cells viability, CellTiter-Glo, 72 h; Potency, µM (doses to about 46.1 µM), for inactives: top-dose activity change, negative = cytotoxicity, usual class: cytotoxic; 400,000 compounds, 3.4% hits; note: potency is the fitted concentration of half-maximal effect; % is set by controls: 0 for no effect and ±100 for the full control effect; nearly all actives have a fitted effect of over 60% in size
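Compound-treated KB-V1 multidrug-resistant cells, 72 h, 37 degrees C; viability by CellTiter-Glo. Fitted qHTS curves give the values.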
HT1080 IDH1KD tx = toxicity to HT-1080 IDH1 knockdown cells (counter line). HT-1080 IDH1 knockdown viability, ATP luminescence, 48 h. Potency, µM (doses to about 46.1 µM), without a hit: at the highest dose activity, negative = toxicity, hits mostly cytotoxic. 360,000 compounds, 2% hits;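 note: potency is the fitted concentration of half-maximal effect; 0% = DMSO wells and -100% = cell-free medium wells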
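Viability of IDH1-knockdown HT-1080 fibrosarcoma cells was assessed by CellTiter-Glo after 48 h at 37 °C with titrated compound; concentration-effect curves were classified by fit quality and response size.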
IL1B secr inh = blocks inflammasome-driven IL-1 beta release; 360,000 compounds, 4.7% hits; activity change, % at 57.5 µM; THP-1 LPS/ATP IL-1B secretion, AlphaLISA, 16 h; hits give low values; in the data active = activity change below about -50%; inconclusive = mostly about -30% to -49%; note: % is set by controls: 0 for no effect and ±100 for the full control effect
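Secreted IL-1B measured by AlphaLISA bead assay after 16 h compound exposure of THP-1 cells; compounds (final up to 57.5 uM) added 1 h before LPS (250 ng/mL) and ATP (1.25 mM) stimulation; lower signal means less secretion.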
DRD3 antagonist = D3 dopamine receptor (human) antagonism; P35462; max response, negative = inhibition, %; 360,000 compounds, 2.5% hits; D3R cells, DiscoveRx beta-arrestin luminescence, antagonist mode; hits give low values; in the data active = max response below about -50%; inconclusive = no clear call, values can overlap the other calls; note: % is set by controls: 0 for no effect and ±100 for the full control effect; mostly tested at two doses, the higher about 12 µM
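Cells plated overnight at 1500 cells/well, then exposed to library compounds with dopamine controls for 90 minutes at 37 degrees C. DiscoveRx reagent added for 30–60 minutes at room temperature; luminescence read, quantitative HTS format.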
HT1080NT lethal = kills 2HG-producing HT-1080-NT fibrosarcoma cells; HT-1080-NT fibrosarcoma viability, CellTiter-Glo ATP luminescence, 48 h; Potency, µM (doses to about 46.1 µM), for inactives: at the highest dose activity, negative = less viability, actives largely listed as cytotoxic; 360,000 compounds, 1.6% hits; AID 686970;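 note: NT is the 2HG producing partner of a matched IDH1 knockdown line; potency is the fitted concentration of half-maximal effect; 0% = DMSO-treated cells and -100% = media-only wells without cells; nearly all actives have a fitted effect of over 55% in size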
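HT-1080-NT; 750 cells/well; 5% FBS RPMI; 48 h compound, 37 degrees C; CellTiter-Glo luminescence; curve fitting and curve-class assignment.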
Numbers without * were called inactive; ? = inconclusive; . = not tested or not shown; & = joins results of further samples; [ ] = another dose, or the depositor's remark. Unless noted, calls come from the whole dose curve; as a rule, active = well fitted curve in the direction sought with a large enough effect; inconclusive = small, poorly fitted or top-dose-only effect, or another doubt; inactive = no such curve, though single readings can be large; an effect the other way counts as inactive or inconclusive.

SMILES,KB-V1 cytotox,DRD3 agonist,HT1080NT lethal,SW480 rerep,DRD3 antagonist,IL1B secr inh,KB-3-1 tox,HT1080 IDH1KD tx,GLP-1R agonist
Cn1ccnc1SCC(=O)NCC(=O)Nc1ccc(F)c(F)c1F,-19%,-9,8%,-4%,-29,-6,-9%,9%,-4%
NC1=NC(=O)/C(=C/c2cn(CCC(=O)O)nc2-c2ccc(F)cc2)S1,-1%,-6,19%,-3%,-2,4,6%,19%,-10%
CCCCc1cc(=O)oc2cc(OC(C)C(=O)NCCN3CCOCC3)c(Cl)cc12 (stereo not drawn),1%,-3,0%,-35%,2,0,5%,5%,6%
COc1ccc(Cc2noc(CN3CCN(Cc4cccc(Cl)c4)CC3)n2)cc1OC,?,-7,4%,-7%,-7,-5,-26%,-12%,-1%
CCc1cccc(OCCn2nc(C(=O)O)c3ccccc3c2=O)c1,-19%,-1,2%,3%,-5,-90*,3%,?,23%
CCc1cccc(NC(=O)Cn2c(=O)n(CC3CCC(C(=O)NCCc4ccccc4)CC3)c(=O)c3ccccc32)c1 (stereo not drawn),-20%,-4,.,.,.,.,15µM*,.,0%
CC(=O)c1cc2c(cc1NC(=O)CN1CCOCC1)OCO2,11%,12,3%,-9%,39,24,11%,-2%,29%
COc1ccc(S(=O)(=O)CC(=O)c2cc(C)c(O)c(C)c2)cc1,-3%,-7,0%,-3%,0,-3,-8%,1%,2%

SMILES,KB-V1 cytotox,DRD3 agonist,HT1080NT lethal,SW480 rerep,DRD3 antagonist,IL1B secr inh,KB-3-1 tox,HT1080 IDH1KD tx,GLP-1R agonist
COc1ccc([C@@H]2CC=C(C(=O)O)[C@H](c3ccc(C(C)(C)C)cc3)N2S(=O)(=O)c2ccc(C)cc2)cc1OC,0%,-2,2%,?,4,41,0%,1%,-4%
COc1ccc(CN2CCN(C(=O)CC(C)C)CC2)c2ccccc12,?,0,3%,-2%,-5,-15,-1%,-1%,6%
Cc1cc2c(cc1S(=O)(=O)CCC(=O)N(C)C1CCCCC1)OCC(=O)N2,-8%&-3%,3&5,-2%,10%,?,-13,-6%&24%,0%,13%&-1%
CC1(C)C2CC[C@]3(C)C(CC=C4[C@@H]5C[C@](C)(CO)CC[C@]5(C(=O)O)CC[C@]43C)[C@@]2(C)CC[C@@H]1O (stereo partly drawn),5%,-12,6%,-6%,12,15,0%,5%,14%
CCOC(=O)NCc1ccc2[nH]c(C)cc2c1,-30%,2,-2%,-1%,-9,-17,?,-2%,3%
CC1CCN(S(=O)(=O)c2cc(C(=O)NCc3ccc(N(C)C)cc3)n(C)c2)CC1,0%,6,.,.,.,.,-20%,.,1%
CC1CN(S(=O)(=O)c2cccc(C(=O)OCC(=O)c3cccs3)c2)CC(C)O1 (stereo not drawn),-1%,-1,2%,-2%,-10,18,-1%,5%,-1%
CC1=C(C#N)C(c2cccnc2)C2=C(CC(c3ccc(Cl)cc3)CC2=O)N1 (stereo not drawn),3%,0,-12%,7.3µM*,-14,?,6%,3%[9.24 µM],4%

SMILES,KB-V1 cytotox,DRD3 agonist,HT1080NT lethal,SW480 rerep,DRD3 antagonist,IL1B secr inh,KB-3-1 tox,HT1080 IDH1KD tx,GLP-1R agonist
COc1ccc(OC)c(N=c2ssnc2Cl)c1,2%,-3,-6%,?,-14,-7,-3%,-2%,-27%
COc1ccc(-c2cnc3c(NC(C)=O)cc(-c4cccc(C(=O)N(C)C)c4)cn23)cc1OC,6%,1,-21%,.,36,-18,0%,-1%,0%
CCOC(=O)C(CC)n1cnc2c(cnn2-c2ccc(Cl)cc2)c1=O (stereo not drawn),?,4,-1%,-2%,70,15,2%,-14%,0%
CCCCn1nc2cc(C(=O)NCc3ccccc3OC)ccc2c1OCC,10%,6,9%,-14%,20,13,3%,11%,10%
Cc1[nH]cnc1CSCc1ccc(Cl)cc1,-26%,-2,0%,-1%,-18,4,0%,5%,-1%
O=C(Nc1ccccc1)Nc1ccc(F)cc1F,-12%,-4,-1%,8.2µM*,-20,-12,4%,-5%,-5%
CC(=O)COc1cccc2ccc(/C=C/c3ccc(Br)s3)nc12,-3%,-8,-17%,11%,-20,12,-8%,-4%,15%
O=C(CN1CCCc2ccccc21)N/N=C/c1ccccc1O,13µM*,-5,-21%,?,-3,40,?,?,-3%

SMILES,KB-V1 cytotox,DRD3 agonist,HT1080NT lethal,SW480 rerep,DRD3 antagonist,IL1B secr inh,KB-3-1 tox,HT1080 IDH1KD tx,GLP-1R agonist
Cc1cc(C)c2c(=O)n(CC(=O)NC3CCCC3)sc2n1,-15%,-2,17%,26%,-9,-2,?,16%,-5%
CCCCOCCCNC(=O)C[C@@H]1C[C@@]2(C(=O)OC)CCCCC=C2N(CCC2=CCCCC2)C1=O,?,-3,?,.,0,-57*,-18%,?,4%
CCOCCCNC(=O)c1ccc2c(c1)N=C(CC)c1cc(Br)ccc1S2,0.52µM*,-20,?,1.8µM*,-21,-11,1µM*,0.092µM*,26%
Cc1ccnc(NS(=O)(=O)c2ccc(N3C(=O)c4c(Cl)c(Cl)c(Cl)c(Cl)c4C3=O)cc2)n1,-21%,16,20%,-2%,-1,-15,-4%,?,1%
OC[C@@H]1CN(Cc2cccnc2)C[C@H](n2cnc3c(NC4CCCC4)ncnc32)O1,6%,-5,?,.,-10,-6,0%,6%,16%
NS(=O)(=O)c1ccc(-c2ccc(C=NC3CCS(=O)(=O)C3)o2)cc1 (stereo not drawn),11%,4,14%,0%,2,9,3%,-18%,1%
CCOc1ccccc1C1C(C(=O)N2CCCCC2)=C(C)Nc2nc3ccccc3n21 (stereo not drawn),8%,-7,.,.,.,.,1%,.,0%
O=C(NCCN1C(=O)S/C(=C\c2ccccc2)C1=O)c1cc(S(=O)(=O)N2CCOCC2)c(Cl)cc1Cl,?,19,-11%,?,52,-17,-12%,-14%,-23%

Individual results from above:
O=C(NCCN1C(=O)S/C(=C\c2ccccc2)C1=O)c1cc(S(=O)(=O)N2CCOCC2)c(Cl)cc1Cl in HT1080 IDH1KD tx → -14%
CCOc1ccccc1C1C(C(=O)N2CCCCC2)=C(C)Nc2nc3ccccc3n21 (stereo not drawn) in DRD3 agonist → -7

(further entries)
SMILES,KB-V1 cytotox,DRD3 agonist,HT1080NT lethal,SW480 rerep,DRD3 antagonist,IL1B secr inh,KB-3-1 tox,HT1080 IDH1KD tx,GLP-1R agonist
COc1ccc(N2CCN(C(CNS(=O)(=O)c3ccc(C)cc3)c3ccccc3)CC2)cc1 (stereo not drawn),?,1,0%,1%,-4,-12,?,-16%,8%
Nc1nc(SCc2ccccc2Cl)nc2nc3c(cc12)CCCC3,?,-9,-1%,6%,-22,0,3%,5%,-1%
Cc1ccc(S(=O)(=O)N2CCOCC2)cc1NC(=O)CN1C(=O)NC2(CCCC2)C1=O,17%,-8,-1%,-3%,6,9,-1%,10%,-12%
CCCN1CCN(CCCNC(=O)Cn2nc(-c3ccc(Cl)cc3)ccc2=O)CC1,-1%,1,-2%,0%,2,-1,?,3%,-1%
COc1ccc2c(c1)CC[C@@H]1[C@@H]2CC[C@]2(C)[C@@H](C(=O)O)C[C@@H]12,?,5,12%,2%,0,24,9%,16%,-1%
Cc1ccc(C(=O)NC(C#N)=C(Cl)Cl)cc1,-14%,-8,6.5µM*,?,-61*,-103*,?,21µM*,-5%
COc1ccc(CCNC(=O)C2CCN(C(=O)c3ccc(Cl)cc3)CC2)cc1,-9%,-1,11%,1%,3,9,15%,5%,-6%
O=C(O)c1ccc(Oc2ccc(S(=O)(=O)c3ccc(C(=O)O)c(C(=O)O)c3)cc2)cc1,-2%,2,1%,?,2,-12,-7%,7%,-7%

SMILES,KB-V1 cytotox,DRD3 agonist,HT1080NT lethal,SW480 rerep,DRD3 antagonist,IL1B secr inh,KB-3-1 tox,HT1080 IDH1KD tx,GLP-1R agonist
COc1ccc(C)cc1NC(=O)CSc1nnc(CC(=O)Nc2ccccc2F)n1C,?,-10,3%,-2%,-14,0,8%,1%,7%
CCCC(C(=O)NC(C)(C)C)N(Cc1ccc(F)cc1)C(=O)c1snc(C(N)=O)c1N (stereo not drawn),?,-4,-2%,-2%,-16,9,-4%,-8%,-3%
CCCCCCc1cc2cc(C(=O)Nc3ccccc3)c(=O)oc2cc1O,2.3µM*,51*,?,2.1µM*,51,-3,-12%,?,-2%
CN(CC(=O)N1CCCC1)S(=O)(=O)c1cccc(Cl)c1,10%,-3,0%,-1%,11,-2,-4%,0%,15%
Cc1ccc(C(=O)OCC(=O)c2ccc[nH]2)s1,15%,1,6%,-26%,-2,0,1%,2%,30%
CC1CCCC(C)N1C(=O)CSc1nnc(C2CCCCC2)o1 (stereo not drawn),0%,-17,0%,2%,-24,3,-4%,0%,0%
CCOc1ccc(N2C(=O)CC(NCc3ccc(F)cc3)C2=O)cc1 (stereo not drawn),11%,-2,8%,1%[9.22 µM],9,11,-3%,8%,2%
O=C(CCCc1nc2ccccc2s1)NCc1cccnc1,3%,-1,-2%,-3%,-8,62,-18%,-1%,13%

SMILES,KB-V1 cytotox,DRD3 agonist,HT1080NT lethal,SW480 rerep,DRD3 antagonist,IL1B secr inh,KB-3-1 tox,HT1080 IDH1KD tx,GLP-1R agonist
C/C(CC(=O)NC12CC3CC(CC(C3)C1)C2)=N\NC(=O)c1cnccn1,-1%,-3,6%,0%,6,26,20%,8%,6%
O=C(NC1CCCCC1)C(c1ccccc1)N1CCc2ccccc21 (stereo not drawn),?,-1,-7%,10%,-12,-11,?,0%,1%
CC1CCN(S(=O)(=O)c2cn(CC(=O)N3CCN(C)CC3)c(=O)c3ccccc23)CC1,6%,-18,-8%,-7%,-25,-11,-1%,4%,-1%
Cc1[nH]n(-c2ccccc2)c(=O)c1/C=N/NC(=O)COc1ccccc1[N+](=O)[O-],?,-3,?,13µM*,4,209,?,?,-3%
